NCI-60 one-dose screen, 48 h, at 10 µM unless noted. Numbers give growth in % (100 = growth as untreated, 0 = no growth, -100 = all killed).
RPMI-8226 – RPMI-8226 leukemia cells; actives 7.5% (n = 77,000)
EKVX – EKVX NSCLC; actives 3% (n = 71,000)
M14 – M14 melanoma | actives 6.2% (n = 80,000)
A549/ATCC – A549/ATCC NSCLC. actives 3.7% (n = 81,000). AID 1794740
MDA-MB-435 – MDA-MB-435 melanoma; actives 7.8% (n = 82,000); AID 1794794
CCRF-CEM – CCRF-CEM leukemia | actives 7% (n = 77,000) | AID 1794778
HOP-92 – HOP-92 NSCLC cells. actives 6.3% (n = 71,000). AID 1794738
HOP-62 – HOP-62 NSCLC; actives 3.9% (n = 80,000)
* = called active by the depositor; x = no result given; & = joins results of further samples. The calls were made as follows: active = growth percent below 10; inactive = the rest.

nr | smiles | A549/ATCC | EKVX | HOP-62 | CCRF-CEM | HOP-92 | MDA-MB-435 | M14 | RPMI-8226
1 | CCCc1cc(C(CC)C(CC)c2ccc(O)c(CCC)c2)ccc1O (stereo not drawn) | 63 | 70 | 92 | 61 | 77 | 90 | 90 | 53
2 | CCN(CC)CCN1C(=O)c2c(c(C)c3c(oc4ccc(OC)cc43)c2C)C1=O | 94 | 101 | 94 | 90 | 85 | 104 | 103 | 92
3 | CC(=O)c1sc2nc(CSc3nc4ccc(C)cc4[nH]3)[nH]c(=O)c2c1C | 109 | 101 | 105 | 109 | 95 | 115 | 122 | 105
4 | COCN1CCC2N(COC)CCC3N(COC)CCC1N23 (stereo not drawn) | 97 | 108 | 107 | 104 | 96 | 110 | 98 | 118
5 | O=c1[nH]c(-c2cccnc2)nc2c1sc(=S)n2-c1ccccc1 | 115 | 106 | 104 | 98 | 74 | 105 | 100 | 105
6 | CCOC(=O)c1cc2c(n1Cc1cccc(OC)c1)-c1oncc1CCC2 | 42 | x | 40 | 3.2* | 67 | -13* | x | 19
7 | CCCCCCCCCCCC[n+]1ccccc1 (tested in a mixture with another compound) | -32* | -20* | -24* | -2.6* | -51* | -74* | -57* | -56*
8 | O=C(O)c1ccccc1F | 102 | x | 110 | 94 | 90 | x | 103 | 104
9 | CNC(=O)c1cc(-n2ccc3cc(NC(=O)c4ccc(F)c(C(F)(F)F)c4)ccc32)ccn1 | 97 | 102 | 95 | 96 | 98 | 98 | 103 | x
10 | CS(=O)(=O)Nc1ccc(C(=O)/C=C2/C(=O)Nc3ccccc32)cc1 | 101 | 81 | 96 | 87 | 96 | 99 | 94 | 102
11 | O=c1oc2c(cnc3ccccc32)cc1Sc1ccccc1 | 99 | 102 | 103 | 98 | 83 | 101 | 101 | 98
12 | CC(=O)OCC(COC(C)=O)(COC(C)=O)[N+](=O)[O-] | 121 | 98 | 124 | 104 | 120 | 101 | 105 | 111
13 | Brc1cccc(C=Nc2ccc(Nc3ncnc4sc5c(c34)CCN(Cc3ccccc3)C5)cc2)c1 | 100 | 84 | 102 | 88 | 79 | 104 | 114 | 82
14 | COc1ccc(-c2oc3cc(O)c(OC)c(O)c3c(=O)c2OC)cc1O | 20 | 84 | 43 | -4.3* | x | -46* | -25* | 12
15 | CC/C(=N/NC(N)=O)c1ccccc1 | 96 | 91 | 107 | 94 | 103 | 110 | 106 | 98

(next part)
nr | smiles | A549/ATCC | EKVX | HOP-62 | CCRF-CEM | HOP-92 | MDA-MB-435 | M14 | RPMI-8226
16 | CCCCSc1nc2c([nH]1)c(=O)n(C)c(=S)n2C | 87 | 97 | 116 | 84 | 78 | 98 | 105 | 82
17 | O=c1c2cc(F)ccc2sc2c(N3CCN(Cc4ccccc4)CC3)nc3ccccc3c12 | 100 | 104 | 97 | 92 | 87 | 98 | 97 | 106
18 | COC(=O)c1ccc(NC(=O)Nc2ccc(C(=O)OC)cc2)cc1 | 95 | 118 | 106 | 91 | 86 | 109 | 103 | 90
19 | CCOC(=O)/C=C/c1sc(-c2cccc(C(=O)OC)c2)cc1N | 92 | 79 | 93 | 98 | 86 | 90 | 97 | 95
20 | CN(C)c1ccc(C(c2ccc(N(C)C)cc2)c2cccc([N+](=O)[O-])c2)cc1 | 79 | 100 | 106 | 97 | 53 | 107 | 107 | 54
21 | Nc1nnc(-c2c[nH]c3ccc(Br)cc23)c(-c2c[nH]c3ncc(Br)cc23)n1 | 42 | 47 | 49 | 13 | 22 | 30 | 39 | 20
22 | COc1ccc(-c2nc3sccn3c2-c2cc(-c3ccccc3)on2)cc1 | 93 | 92 | 88 | 94 | 74 | 106 | 95 | 91
23 | C=C1CC2(OC1=O)C(=O)N(CCCCCCCN1C(=O)C3(CC(=C)C(=O)O3)c3ccccc31)c1ccccc12 (stereo not drawn) | 84 | 88 | 117 | -15* | -1.4* | 6.4* | 36 | -28*
24 | O=C(Nc1ccc(S(=O)(=O)N2CCCCC2)cc1)C(Cl)Cl | 104 | 95 | 108 | 127 | 116 | 109 | 112 | 110
25 | CCOc1ccc(NC(Cc2ccccc2)c2ccc(OC)cc2)cc1 (stereo not drawn) | 88 | 102 | 99 | 93 | x | 104 | 91 | 89
26 | O=c1c2ccccc2sc2c(NCCN3CCOCC3)nc3ccccc3c12 | 43 | 71 | 52 | 36 | 25 | 70 | 5.6* | 40
27 | COc1ccc(Oc2nc(Nc3ccc(N4CCOCC4)cc3)ncc2NC(=O)c2ccnc([N+](=O)[O-])c2)cc1 | 101 | 96 | 99 | 83 | 99 | 103 | 112 | 84
28 | Cc1cc(C)c2c(Nc3ncnc4c3sc3ncccc34)onc2n1 | 96 | x | 98 | 99 | 99 | 99 | 104 | 88
29 | Cc1c(N=O)c(-c2ccccc2)n(O)[n+]1[O-] | 104 | x | 93 | 94 | 93 | 105 | 99 | 96
30 | CN[C@@H](CC(C)C)C(=O)NCCc1c[nH]c2cc(Br)c(Br)cc12 | 72 | 82 | 69 | 92 | 54 | 91 | 87 | 64

The results go on:
nr | smiles | A549/ATCC | EKVX | HOP-62 | CCRF-CEM | HOP-92 | MDA-MB-435 | M14 | RPMI-8226
31 | CCOC(=O)c1cn2ncnc(Oc3ccc(NC(=O)Nc4ccc(F)c(Cl)c4)c(F)c3)c2c1C | 106 | 101 | 93 | 125 | 86 | 101 | 105 | 120
32 | CN(C)c1cccc2c(S(=O)(=O)Nc3ccc4nc(N)sc4c3)cccc12 | 75 | 40 | 71 | 68 | 95 | 57 | 93 | 41
33 | CCN(CC)CCn1c2ccc(O)cc2c2sc3cc(O)ccc3c(=O)c21 | 22 | 49 | 38 | 15 | 61 | 41 | 20 | 28
34 | O=C1N/C(=N/N=C(c2ccccc2)c2ccccc2)S/C1=C\c1ccc(Br)cc1 | 75 | 101 | 98 | 84 | 92 | 103 | 92 | 96
35 | O=C(NNc1ncnc2ccccc12)Nc1ccccc1 | 111 | 94 | 96 | 101 | 102 | 102 | 103 | 111
36 | CCOC(=O)c1c2c(c(C)n1C)-c1nc(Nc3ccccc3)ncc1CC2 | 59 | 38 | 97 | 75 | 59 | 81 | 90 | x
37 | Cc1ccc(-c2cc(-c3nnc(SCC(=O)c4ccccc4)o3)c3ccccc3n2)cc1 | 91 | 83 | 108 | 100 | 97 | 94 | 97 | 106
38 | CCOC(=O)c1cc(-c2ccc(Cl)cc2)nc2c(Cl)cc(Cl)cc12 | 94 | 100 | 105 | 100 | 134 | 97 | 100 | 122
39 | O=C1NC(=O)C(CC(=O)n2cnc3ccccc32)C(=O)N1 | 100 | 92 | 94 | 102 | 116 | 100 | 98 | 104
40 | Cc1cc[n+](CC[n+]2ccc(C)cc2)cc1 | 90 | 107 | 97 | 99 | x | 108 | 100 | 103
41 | CCN(CCO)CCC(=O)c1ccc([N+](=O)[O-])cc1 | 103 | 103 | 109 | 124 | 93 | 111 | 106 | 104
42 | CCCCCCCCN=Cc1c(O)c(O)c(C(C)C)c2cc(C)c(-c3c(C)cc4c(C(C)C)c(O)c(O)c(C=NCCCCCCCC)c4c3O)c(O)c12 | 103 | 97 | 96 | 105 | 117 | 104 | 102 | 106
43 | CC1(/C=N/NC(N)=S)NC(=O)NC1=O (stereo not drawn) | 72 | 99 | 78 | 100 | 93 | 107 | 103 | 104
44 | Cc1ccc2[nH]c3nc(=O)[nH]nc3c2c1 | 107 | x | 102 | 104 | 102 | 104 | 97 | 107
45 | CCC(=O)[C@@H]1CC[C@H](C)c2ccc(C)nc2C1 | 103 | 99 | 107 | 89 | 105 | x | 103 | x

12 of the compounds above, with two lines to a compound:
The line under a structure holds: A549/ATCC, EKVX, HOP-62, CCRF-CEM, HOP-92, MDA-MB-435, M14, RPMI-8226
(32) CN(C)c1cccc2c(S(=O)(=O)Nc3ccc4nc(N)sc4c3)cccc12
    75, 40, 71, 68, 95, 57, 93, 41
(33) CCN(CC)CCn1c2ccc(O)cc2c2sc3cc(O)ccc3c(=O)c21
    22, 49, 38, 15, 61, 41, 20, 28
(34) O=C1N/C(=N/N=C(c2ccccc2)c2ccccc2)S/C1=C\c1ccc(Br)cc1
    75, 101, 98, 84, 92, 103, 92, 96
(35) O=C(NNc1ncnc2ccccc12)Nc1ccccc1
    111, 94, 96, 101, 102, 102, 103, 111
(36) CCOC(=O)c1c2c(c(C)n1C)-c1nc(Nc3ccccc3)ncc1CC2
    59, 38, 97, 75, 59, 81, 90, x
(37) Cc1ccc(-c2cc(-c3nnc(SCC(=O)c4ccccc4)o3)c3ccccc3n2)cc1
    91, 83, 108, 100, 97, 94, 97, 106
(38) CCOC(=O)c1cc(-c2ccc(Cl)cc2)nc2c(Cl)cc(Cl)cc12
    94, 100, 105, 100, 134, 97, 100, 122
(39) O=C1NC(=O)C(CC(=O)n2cnc3ccccc32)C(=O)N1
    100, 92, 94, 102, 116, 100, 98, 104
(40) Cc1cc[n+](CC[n+]2ccc(C)cc2)cc1
    90, 107, 97, 99, x, 108, 100, 103
(41) CCN(CCO)CCC(=O)c1ccc([N+](=O)[O-])cc1
    103, 103, 109, 124, 93, 111, 106, 104
(42) CCCCCCCCN=Cc1c(O)c(O)c(C(C)C)c2cc(C)c(-c3c(C)cc4c(C(C)C)c(O)c(O)c(C=NCCCCCCCC)c4c3O)c(O)c12
    103, 97, 96, 105, 117, 104, 102, 106
(43) CC1(/C=N/NC(N)=S)NC(=O)NC1=O (stereo not drawn)
    72, 99, 78, 100, 93, 107, 103, 104

(further entries)
nr | smiles | A549/ATCC | EKVX | HOP-62 | CCRF-CEM | HOP-92 | MDA-MB-435 | M14 | RPMI-8226
46 | CN1C(=O)C(C2=NN(c3ccccc3)C(c3ccc(Cl)cc3)C2)C(=O)N(C)C1=O (stereo not drawn) | 76 | 69 | 83 | 72 | 82 | 83 | 79 | 72
47 | CCC(=O)C(CC)c1ccccc1OC (stereo not drawn) | 104 | 111 | 132 | 99 | 100 | 101 | 107 | 106
48 | O=[N+]([O-])c1ccc(NCC(Br)CBr)c([N+](=O)[O-])c1 (stereo not drawn) | 88 | x | 99 | x | 42 | 96 | 94 | 82
49 | COc1ccc(C2Nc3nc(-c4cccnc4)nn3C(N)=C2C#N)cc1 (stereo not drawn) | 96 | 92 | 110 | 99 | 86 | 103 | 103 | 97
50 | O=c1oc(-c2ccccc2CCl)nc2ccccc12 | 99 | x | 108 | 101 | 101 | 94 | 109 | 115
51 | COc1cccc(C(c2cccc(OC)c2)c2ccccc2C(=O)O)c1 | 97 | 94 | 113 | 122 | x | 103 | 108 | 105
52 | O=c1c2ccccc2c2ccccc2c(=O)n1CCN1CCOCC1 | 106 | 87 | 95 | 100 | 86 | 111 | 96 | 93
53 | CN(C)CCN(/N=C\c1ccc([N+](=O)[O-])o1)C(N)=O | 98 | 107 | 104 | 110 | 117 | 113 | 111 | 106
54 | COc1cc2cc(NCc3ccc(F)cc3)nc(C)c2cc1OC | 48 | 79 | 55 | 42 | 25 | 25 | 32 | 14
55 | c1cc2cccc3c2c(c1)c1c2c4cccc5cccc(c54)c2c2c4cccc5cccc(c54)c2c31 | 95 | x | 108 | x | 78 | 103 | 111 | 105
56 | COc1ccc(-c2nc(SC(C)C)nc(NCCc3c[nH]c4ccccc34)c2C#N)cc1 | 47 | 30 | 52 | 19 | 39 | 53 | 56 | 16
57 | C=C(C)[C@@H]1CC[C@]2(C(=O)N3CCN(C)CC3)CC[C@]3(C)[C@H](CC[C@@H]4[C@@](C)(CCC(=O)O)[C@H](C(=C)C)CC[C@]43C)[C@@H]12 | 66 | 86 | 96 | 71 | 79 | 94 | 87 | 59
58 | Cc1cc(C)nc(NC(N)=NCCc2ccccc2)n1 | 33 | 60 | 52 | 45 | 39 | -7.4* | 32 | 50
59 | Nc1c(C(=O)Nc2cccc3c2OCCO3)sc2nc3c(cc12)C(=O)CCC3 | 38 | 25 | 46 | 16 | 107 | -60* | 34 | 34
60 | COC(=S)SCN(CSC(=S)OC)c1ccc(Cl)cc1 | 82 | 70 | 77 | 78 | 75 | 95 | 77 | 73

Quoted at random: 2 compounds from above.
nr | smiles | A549/ATCC | EKVX | HOP-62 | CCRF-CEM | HOP-92 | MDA-MB-435 | M14 | RPMI-8226
26 | O=c1c2ccccc2sc2c(NCCN3CCOCC3)nc3ccccc3c12 | 43 | 71 | 52 | 36 | 25 | 70 | 5.6* | 40
6 | CCOC(=O)c1cc2c(n1Cc1cccc(OC)c1)-c1oncc1CCC2 | 42 | x | 40 | 3.2* | 67 | -13* | x | 19

Further structures follow:
nr | smiles | A549/ATCC | EKVX | HOP-62 | CCRF-CEM | HOP-92 | MDA-MB-435 | M14 | RPMI-8226
61 | Nc1nc(Cl)nc2c1ncn2C1OC(CO)C(O)C1O (stereo not drawn) | 50&46 | 110&102 | 64&47 | -17* | 43 | 54&49 | 4.6* | 96&104
62 | Nc1cc(C(Cl)=C(Cl)Cl)c(S(N)(=O)=O)cc1S(N)(=O)=O | 91 | 91 | 104 | 99 | x | 102 | 104 | 99
63 | CCCCCCCC(=O)OC1CCCCC1C (stereo not drawn) | 98 | 102 | 95 | 113 | 108 | 100 | 104 | 114
64 | COC(=O)c1ccc(CNC(=O)c2ccccc2C(=O)NCC2(CBr)OCCO2)cc1 | 101 | x | 91 | 96 | 95 | 106 | 98 | 97
65 | COc1ccc2nc3cc(Cl)ccc3c(Nc3cccnc3)c2c1 | 95 | 94 | 89 | 97 | x | 105 | 112 | 92
66 | CCOC(=O)/C(=C/c1c(-c2ccccc2)[nH]c2ccccc12)C(=O)c1ccc(Cl)cc1 | 40 | 31 | 48 | 15 | 14 | 9.3* | 40 | -17*
67 | CCCCCN1C=C/C(=C\C(=O)N(C)Cc2ccccc2)c2ccccc21 | 100 | 99 | 104 | 115 | 95 | 105 | 108 | 104
68 | Cc1ccccc1NC(=O)c1ccccc1Cl | 102 | 102 | 104 | x | 87 | 102 | 91 | 103
69 | O=C1CSC(c2ccccc2Cl)N1c1nnc(Cn2nnc3ccccc32)o1 (stereo not drawn) | 60 | 75 | 92 | 86 | 57 | 93 | 90 | 69
70 | COc1ccc(C(C)=O)cc1OC | 77&100 | 104&110 | 92&93 | 107 | 85 | 108&118 | 99&113 | 153&128

Screens deposited in PubChem BioAssay by NCI.
